CHRM5 agonist = CHRM5 agonism in calcium assay. P08912. CHO-K1 hM5 cells, Fluo-8 calcium fluorescence; 0% DMSO wells, 100% maximal acetylcholine response. activation, % at 3 µM. 360,000 compounds, 0.19% hits;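 active = activation above the run's mean over test compounds plus 3 SD, cut at about 23% in these data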;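 also: signal is peak over basal fluorescence ratio across the kinetic read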
Target sequence (P08912 whole entry, looked up): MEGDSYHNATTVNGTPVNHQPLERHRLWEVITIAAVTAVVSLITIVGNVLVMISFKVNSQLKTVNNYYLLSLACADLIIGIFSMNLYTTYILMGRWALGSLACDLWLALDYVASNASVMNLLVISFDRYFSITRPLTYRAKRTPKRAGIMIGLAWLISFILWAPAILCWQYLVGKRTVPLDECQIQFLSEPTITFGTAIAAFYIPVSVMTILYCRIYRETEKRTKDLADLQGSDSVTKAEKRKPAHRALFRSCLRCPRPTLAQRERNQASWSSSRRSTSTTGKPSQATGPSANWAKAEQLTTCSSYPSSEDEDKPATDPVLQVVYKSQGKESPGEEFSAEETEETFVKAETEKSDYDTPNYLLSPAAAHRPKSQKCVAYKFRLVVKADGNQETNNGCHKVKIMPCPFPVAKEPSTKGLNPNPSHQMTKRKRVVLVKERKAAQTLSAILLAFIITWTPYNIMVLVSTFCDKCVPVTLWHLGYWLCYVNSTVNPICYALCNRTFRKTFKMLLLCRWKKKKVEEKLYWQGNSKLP
CRFR2-BP ag = CRF-BP/CRF-R2 complex agonism; HEK293 CRF-R2/CRF-BP, calcium dye fluorescence (FLIPR); percent of saturating CRF peptide response; activation, % at 13.2 µM; 350,000 compounds, 0.46% hits; AID 588473;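 active = activation of at least 50%, plus an integration ratio under a set limit after plate pattern correction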;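 also: plate controls were neutral control wells without compound for no effect and CRF at EC100 for full effect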
M1 PAM = positive allosteric modulators of human M1 muscarinic receptor; CHO-K1 hM1, Fluo-8 calcium fluorescence, ACh EC20; 0% = ACh EC20, 100% = maximal ACh; AID 588819; 360,000 compounds, 0.088% hits; P11229; activation, % at 3 µM; in the data active = activation above about 19%, passing the limit was not always enough
Target sequence (P11229 whole entry, looked up): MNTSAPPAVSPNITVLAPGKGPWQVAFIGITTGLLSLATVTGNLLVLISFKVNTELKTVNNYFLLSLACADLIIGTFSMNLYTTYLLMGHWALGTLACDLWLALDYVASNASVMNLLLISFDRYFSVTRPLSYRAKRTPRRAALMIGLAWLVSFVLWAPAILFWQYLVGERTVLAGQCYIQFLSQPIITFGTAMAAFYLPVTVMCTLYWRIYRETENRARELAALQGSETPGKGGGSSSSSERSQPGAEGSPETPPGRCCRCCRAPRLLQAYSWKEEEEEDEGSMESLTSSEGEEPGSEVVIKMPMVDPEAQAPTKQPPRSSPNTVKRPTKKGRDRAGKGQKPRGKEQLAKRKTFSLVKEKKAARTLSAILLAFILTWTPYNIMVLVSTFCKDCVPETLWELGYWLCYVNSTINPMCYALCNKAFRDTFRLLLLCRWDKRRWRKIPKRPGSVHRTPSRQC
M5 antag = blocks acetylcholine activation of human M5 receptor. P08912. CHO-hM5 cells, Fluo-8 calcium fluorescence, ACh EC80. inhibition, % at 3 µM. 360,000 compounds, 0.59% hits. AID 624040;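 active = inhibition above a per-plate cutoff, the mean of that plate's test compounds plus 3 SD, cut at about 27% in these data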;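 also: 0% = acetylcholine EC80 with DMSO and 100% = DMSO without agonist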
M4 PAM = CHRM4 positive allosteric modulation; CHO-K1 hM4/Gqi5, Fluo-8 calcium fluorescence, ACh EC20; 0% = ACh EC20, 100% = maximal ACh; activation, % at 3 µM; 360,000 compounds, 0.4% hits; AID 624126;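 active = activation above its plate's cutoff, the mean activation of sample wells plus 3 SD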; also: some results filed as inactive read as strong as hits
CHRM5 PAM = potentiates acetylcholine response at human M5 receptor | P08912 | CHO-K1 hM5, Fluo-8 calcium, ACh EC20 PAM; 0% = ACh EC20, 100% = ACh EC100 | activation, % at 3 µM | 360,000 compounds, 0.3% hits | AID 624038;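 active = activation above the run cutoff, the mean activation of all test compounds plus 3 SD, cut at about 18% in these data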
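Probe or stimulus: acetylcholine, EC20 level; Assay system: human M5 receptor in CHO-K1 cells; Schedule: compound preincubation 140 s before EC20 acetylcholine addition; Technique: intracellular calcium via Fluo-8 fluorescence; Dosing: single-point, 3 µM nominal; Read-out basis: percent activation from peak-over-basal fluorescence ratio, scaled EC20-to-EC100 acetylcholine; Repeats: one well per compound, no replicates.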
M4 antag = blocks acetylcholine activation of human M4 receptor; 360,000 compounds, 0.73% hits; inhibition, % at 3 µM; P08173; CHO-hM4 cells, ACh EC80, Fluo-8 calcium fluorescence;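 active = inhibition above its plate's cutoff, the mean inhibition of sample wells plus 3 SD, cut at about 27% in these data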;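 also: 0% = acetylcholine EC80 with DMSO and 100% = DMSO without agonist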
M4 ag = CHRM4 agonism in calcium assay; activation, % at 3 µM; P08173; AID 624127; CHO-K1 hM4/Gqi5, Fluo-8 calcium fluorescence; vehicle 0%, full acetylcholine response 100%; 360,000 compounds, 0.14% hits;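 active = activation above the run mean over all test wells plus 3 SD, cut at about 32% in these data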;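 also: peak over basal fluorescence ratio per well then scaled between controls; 0% = DMSO wells and 100% = acetylcholine at EC100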
M1 antag = human CHRM1 antagonism | CHO-K1 hM1, Fluo-8 calcium fluorescence, ACh EC80 antagonist | inhibition, % at 3 µM | 360,000 compounds, 1.3% hits | AID 588852;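 active = percent inhibition above its own plate's cutoff, namely the mean of that plate's compound wells plus 3 SD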;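 also: peak over basal fluorescence ratio during 140 s after agonist addition; 0% = ACh EC80 plus DMSO and 100% = DMSO alone without agonist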
An asterisk follows results filed as active; . = not tested or not shown.

Values in the order: CHRM5 agonist	CRFR2-BP ag	M1 PAM	M5 antag	M4 PAM	CHRM5 PAM	M4 antag	M4 ag	M1 antag
1	CC(=O)Nc1ccc(N2C(=O)CSC2c2c(F)cccc2Cl)cc1 (stereo unspecified)
    -2	11	-2	5	4	-6	-4	3	-3
2	CCC(C)(O)C(=O)N[C@H]1CCCN1C(=O)/C=C/c1ccccc1 (stereo partly specified)
    -3	0.5	6	-3	14	15	-10	0	-7
3	C=CCNC(=O)C1=NN(c2c(F)c(F)cc(F)c2F)C(=O)CC1
    -3	1.8	8	9	1	-2	-5	1	-12
4	CCNc1nc(N)c(C(=O)c2ccc(Cl)s2)s1
    0	-0.1	4	-9	3	-3	-5	0	-4
5	COc1ccccc1CN1C(=O)CCC1(C)C(=O)NC1CCCCCC1 (stereo unspecified)
    -5	-0.2	-2	9	0	-1	1	-1	1
6	COc1ccc(-c2cc(C(F)F)n3ncc(C(=O)Nc4cc(C)on4)c3n2)cc1
    -1	-0.9	-2	-1	0	-4	3	0	-12
7	COc1ccc(Cn2nnnc2C(C(C)C)N(Cc2ccco2)Cc2cccs2)cc1 (stereo unspecified)
    -5	1.5	-5	4	-12	-12	11	-1	11
8	O=C1C2CC=CCC2C(=O)N1Cc1ccccc1Cl (stereo unspecified)
    -4	-2.4	8	-3	4	5	6	0	0
9	CCOc1ncccc1C(=O)Nc1cc(S(=O)(=O)N2CCCCC2)ccc1OC
    1	0.6	7	6	-1	1	-1	0	0
10	Cc1ccc(S(=O)(=O)NNC2=NS(=O)(=O)c3ccccc32)c(C)c1
    -3	-0.5	12	10	-1	-4	4	0	-4
11	O=C(Nc1nc2ccccc2[nH]1)c1ccc(F)c(S(=O)(=O)N2CCOCC2)c1
    2	-2.1	2	4	-7	-5	-5	8	-2
12	Cc1ccc(S(=O)(=O)/N=C(\Sc2ccccc2)c2ccccc2)cc1
    -2	-0.2	7	-3	-2	0	-6	0	-5
13	CN1CCN(c2oc(-c3ccc([N+](=O)[O-])cc3)nc2C#N)CC1
    -1	3.3	15	-6	0	15	-6	1	-6
14	COc1cccc(/C=N\NC(=O)C2=NNC(=O)C2C)c1O (stereo unspecified)
    -3	-2.4	8	-4	18	6	-17	1	-18
15	Cc1c(NC(=O)c2cnn3c2NC(c2ccc(Br)cc2)CC3C(F)(F)F)c(=O)n(-c2ccccc2)n1C (stereo unspecified)
    -2	0.0	5	-1	0	-2	3	-1	-9

Another view of part of the listing above.
No. | Compound | CHRM5 agonist | CRFR2-BP ag | M1 PAM | M5 antag | M4 PAM | CHRM5 PAM | M4 antag | M4 ag | M1 antag
15 | Cc1c(NC(=O)c2cnn3c2NC(c2ccc(Br)cc2)CC3C(F)(F)F)c(=O)n(-c2ccccc2)n1C (stereo unspecified) | -2 | 0.0 | 5 | -1 | 0 | -2 | 3 | -1 | -9
10 | Cc1ccc(S(=O)(=O)NNC2=NS(=O)(=O)c3ccccc32)c(C)c1 | -3 | -0.5 | 12 | 10 | -1 | -4 | 4 | 0 | -4
11 | O=C(Nc1nc2ccccc2[nH]1)c1ccc(F)c(S(=O)(=O)N2CCOCC2)c1 | 2 | -2.1 | 2 | 4 | -7 | -5 | -5 | 8 | -2

Later entries
Values in the order: CHRM5 agonist	CRFR2-BP ag	M1 PAM	M5 antag	M4 PAM	CHRM5 PAM	M4 antag	M4 ag	M1 antag
16	CC(Sc1nncn1C)C(=O)Nc1ccc(Cl)cn1 (stereo unspecified)
    -3	-0.9	6	-5	12	10	-6	0	-18
17	CCc1ccc(OCC(=O)Nc2cc(S(=O)(=O)CC)ccc2O)cc1
    9	4.4	-9	1	3	-1	10	11	12
18	CCCCOc1ccc(CNn2c(C)nc3ccccc3c2=O)cc1
    3	0.4	-8	-1	-1	0	4	-1	-2
19	Clc1ccc(CNCC2CCCO2)cc1 (stereo unspecified)
    -3	0.5	7	-7	7	1	-6	0	-22
20	CCCC(c1nnnn1CC(=O)OCC)N(Cc1cc2c(C)cc(C)cc2[nH]c1=O)C1CCCC1 (stereo unspecified)
    1	-2.2	-1	-1	-2	-5	-6	0	-24
21	COc1ccc(-n2c(O)c(C=NC3CC3)c(=O)[nH]c2=O)cc1
    2	0.3	14	2	5	2	0	1	-14
22	COc1ccc([C@H]2CC(=O)C=C(c3c(C)cc(C)cc3C)C2)cc1
    -4	0.8	-6	7	6	-5	9	0	7
23	Cn1c(=NC(=O)C2CC2)sc2cc(F)cc(F)c21
    0	-0.9	5	-5	7	0	1	2	-11
24	C=CCn1c(SCCOc2ccccc2)nnc1C(C)NC(=O)c1ccccc1 (stereo unspecified)
    0	-2.1	2	-1	2	-5	-14	1	-3
25	COc1ccc(CCNC(=O)C2CCC(=O)N(C3CC3)C2)c(OC)c1 (stereo unspecified)
    -2	-0.5	4	-6	3	2	-6	0	-4
26	COc1ccc(-c2nn(C)c3sc(C(=O)N4CCOCC4)cc23)cc1OC
    -2	-1.1	9	-6	3	5	-3	2	-8
27	Cc1ccc(C(=O)CSc2nnc(CNc3ccc(F)cc3)o2)cc1
    -5	-4.0	0	-5	11	5	-14	4	3
28	Cn1nnnc1SCCNCc1ccc(Cl)cc1
    -2	-1.7	-1	-2	3	-3	-2	0	-2
29	O=C(c1ccc(Cn2c(=O)[nH]c3ccccc3c2=O)cc1)N1CCN(c2ccc(F)cc2)CC1
    3	0.5	0	10	-9	-12	1	11	5
30	Cc1ccc(S(=O)(=O)N2CCCC(C(=O)NCCc3ccc4c(c3)OCO4)C2)cc1 (stereo unspecified)
    0	39	3	3	-11	-5	8	2	-9
31	Cc1ccc(N(CC(=O)N2CCn3c2nc2ccccc23)S(=O)(=O)c2c(C)n[nH]c2C)cc1
    -3	-0.2	2	-1	-1	-8	-12	4	-6
32	CCCn1c2ccccc2c2nnc(SCC(=O)Nc3nnc(CC(=O)OCC)s3)nc21
    0	0.4	0	7	-4	-2	2	2	-19
33	CC(NC(=O)COC(=O)CN1C(=O)c2ccccc2C1=O)c1ccccc1 (stereo unspecified)
    1	12	-5	7	-1	-5	14	1	24
34	Cc1ccc(S(=O)(=O)NNC(=O)C(O)(c2ccccc2)c2ccccc2)cc1
    -1	-1.0	10	-1	-4	-4	1	0	-10
35	Cc1c(Cl)cccc1NC(=S)NN
    -8	-0.1	4	-5	0	-6	-8	1	-7
36	CCC(C(=O)Nc1cccc(C(=O)O)c1C)c1ccccc1 (stereo unspecified)
    -2	-1.1	5	18	2	-10	9	0	3
37	CCOC(=O)Cc1sc(N)nc1C
    -2	-0.5	4	1	5	-8	5	0	1
38	CCOC(=O)c1c(C)[nH]c(C(=O)OCC(=O)c2ccc(OC)cc2OC)c1C
    -2	5.7	-5	-10	8	9	-33	1	6
39	CCN(CC)C(=O)c1cn(C)c2ccc(S(=O)(=O)N(CC)CC)cc2c1=O
    -2	0.4	13	-4	-3	4	2	1	-14
40	C[C@]12C=CC(=O)C=C1CC[C@@H]1[C@@H]2[C@@H](O)C[C@@]2(C)[C@H]1CC[C@]2(O)C(=O)COC(=O)CCC(=O)NCCc1ccc(O)cc1
    2	1.6	-9	17	-12	-15	11	20	16
41	COc1ccccc1NC(=O)C(C)OC(=O)CCCN=C1NS(=O)(=O)c2ccccc21 (stereo unspecified)
    -3	0.3	11	0	8	-1	-17	0	-11
42	Cc1ccsc1C(=O)NNC(=S)NC1CCCCC1
    -4	0.7	6	5	-3	-5	8	0	-11
43	O=C1CC2(CCN(C(=O)C3CC(=O)N(c4ccc(F)cc4)C3)CC2)Oc2ccccc21 (stereo unspecified)
    2	-0.6	2	1	2	-1	-7	5	-4
44	Cc1noc(C)c1COC(=O)c1cc2ccccc2cc1O
    1	-1.0	-7	10	1	-14	-6	7	0
45	CC1CCCN(C(=O)COC(=O)CNC(=O)c2ccc(Br)cc2)C1 (stereo unspecified)
    3	-1.4	4	-2	10	4	4	2	-9
46	CC(C)N(C(=O)CN1CCC(c2nc3ccccc3[nH]2)CC1)C(C)C
    -4	-1.0	2	9	1	3	-2	0	1
47	COc1cccc(N2[C@@H](CC(C)=O)c3cc(C(F)(F)F)ccc3S2(=O)=O)c1
    -2	-0.7	0	8	0	10	12	4	6
48	CS(=O)(=O)c1ccc2nc(NC(=O)CN3CCCCCC3)sc2c1
    -2	-3.1	-5	-3	-1	7	9	0	6
49	O=C(OCCC12CC3CC(CC(C3)C1)C2)c1ccc(NCc2cc(O)ccc2O)cc1
    21	3.6	35*	-2	12	27*	6	2	-11
50	CCOC(=O)c1cccc(OS(=O)(=O)Cc2ccccc2)c1
    -7	-1.2	-2	0	3	-3	-5	-1	3
51	COc1ccc(CN(C)C(=O)c2ccc(OCC(=O)Nc3cccc(C(F)(F)F)c3)c(OC)c2)c(OC)c1
    3	5.0	-7	14	-8	-20	6	13	16
52	CC(C)CCNC(=O)C(c1ccco1)N(CC1CCCO1)C(=O)Cn1nnc2ccccc21 (stereo unspecified)
    -1	-1.8	2	0	-6	-3	6	0	-2
53	N#CC(=C1SC=CS1)c1nc(-c2ccccc2)cs1
    -2	-0.4	5	-2	11	1	-2	-1	-6
54	Cc1[nH]ncc1-c1ccccc1Cl
    7	-3.4	-3	11	-8	-8	8	16	15
55	COc1ccc(C2CC(=O)C(C=NCCN3CCN(C(=S)Nc4ccccc4)CC3)=C(O)C2)cc1OC (stereo unspecified)
    -1	-1.9	-14	1	-5	-6	-10	13	6
56	CCc1noc(C)c1C(=O)NNC(=O)COc1ccccc1C
    0	-2.9	12	12	-1	-6	6	0	-7
57	CCOC(=O)N1CCN(Cc2c(O)ccc3ccccc23)CC1
    2	0.9	2	-4	0	-1	-5	4	-5
58	CC1(C(=O)NS(=O)(=O)Cc2ccccc2C(F)(F)F)CCN1C(=O)c1ccco1 (stereo unspecified)
    -1	.	12	2	5	-2	0	0	-16
59	CS(=O)(=O)N(CC(=O)NC1CC2CCC1C2)c1ccc(Oc2ccccc2)cc1 (stereo unspecified)
    1	-1.2	8	5	4	-4	-4	4	2
60	O=C(CCC(=O)OCC(=O)c1ccc(Br)cc1)Nc1cccc2cccnc12
    -1	2.9	6	6	3	-7	3	1	7
61	COc1ccc(N2CCN(C(=O)c3cccc(S(=O)(=O)N4CCc5ccccc54)c3)CC2)cc1
    -1	-0.8	1	5	-3	-4	3	3	-10
62	Fc1ccccc1NC(=S)N1CCC(c2ccccc2)C1 (stereo unspecified)
    1	-3.2	6	1	4	5	-8	2	-9
63	O=C(Nc1ccccc1Cl)c1ccc(COc2ccc3c(c2)CCC3)cc1
    -1	-0.8	1	4	5	1	-1	1	9
64	OCCNc1nc2ccccc2n1-c1ncnc2sc3c(c12)CCC3
    2	-0.1	5	1	-9	-8	-1	7	-37
65	OCCNc1ncnc2c1ncn2[C@H]1CN(Cc2ccco2)C[C@@H](CO)O1
    1	.	4	-6	8	3	-4	1	-6
66	COc1cccc(CNCC(O)COc2ccc(C(=O)c3ccccc3)cc2)c1 (stereo unspecified)
    2	1.0	1	7	-6	2	-8	3	-1
67	Nc1ccccc1-c1nc2ccncc2[nH]1
    1	-2.6	4	13	-1	-5	2	1	-6
68	Cc1ccc(C(NC(=O)c2ccccc2)C(Cl)(Cl)Cl)cc1 (stereo unspecified)
    -3	-1.7	-5	-10	-4	-2	4	1	5
69	O=C(Oc1ccc(N2C(=O)CCC2=O)cc1)c1ccccc1
    -3	1.6	3	0	-2	4	3	1	-21
70	O=C(c1cnn2c(C(F)(F)F)cc(-c3ccccc3)nc12)N1CCCc2ccccc21
    2	1.1	1	13	0	-5	5	0	6

Assay outcomes from PubChem BioAssay.
